# Screens from PubChem BioAssay.
# TR SRC2 fluor cs = Texas Red fluorescence interference in TRb-SRC2 counter-screen | TRb/SRC2 Texas Red total fluorescence interference | Potency, µM (series often up to 106 µM), for the others: top-dose fluorescence change, negative = quenching | hit rate 0.29% among 280,000; active = well fitted curve in either direction with a large enough effect; inconclusive = small, poorly fitted or top-dose-only effect
#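 Human TRβ ligand-binding domain (0.6 uM) and Texas Red SRC2 peptide (20 nM) in Tris buffer with 1 uM T3 and 5% DMSO were incubated with pinned compound for 5 hr at ambient temperature. Total fluorescence was computed as S + 2P (555/632 nm).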
# Tau fluor counter = counter-screen for tau fibril formation inhibitors; Potency, µM (top dose mostly 57.7 µM), for inactives: at the top dose activity change, negative = decrease; tau K18 P301L Alexa594 fluorescence, heparin fibrillization; hit rate 0.93% among 280,000; also: nearly all actives have a fitted effect of over 55% in size
#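 Human K18 P301L tau (15 uM unlabeled plus 0.24 uM Alexa 594-labeled, final) in 100 mM sodium acetate pH 7 was mixed with compound and 20 uM heparin and incubated 6 hr at 37 C.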
# TRb-SRC2 inh = inhibitors of human thyroid hormone receptor beta-SRC2 interaction; P10828; TRbeta-SRC2 peptide binding, fluorescence polarization; receptor liganded with 1 µM T3; Potency, µM (titrated, usually from 106 µM), for the others: at the top dose activity change, negative = inhibition, actives largely listed as inhibitors; hit rate 0.065% among 280,000; AID 1469;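 also: plate controls were bound peptide for no effect and peptide without receptor for full effect; nearly all actives have a fitted effect of over 50% in size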
#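 Decrease in fluorescence polarization of 20 nM Texas Red SRC2 coactivator peptide flagged inhibition of its binding to 0.6 uM TRb LBD; 1 uM T3 included, incubation 5 hr, ex 555/em 632 nm.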
# Tau FP inhib = tau fibrillization inhibition (FP); K18 P301L tau heparin fibrillization, Alexa594 FP, 6 h; Potency, µM (titrated, usually from 57.7 µM), without a hit: at the top dose activity, negative = inhibition, usual class: inhibitors; hit rate 0.39% among 280,000; AID 1468; also: nearly all actives have a fitted effect of over 55% in size
# Target sequence (P10636 561-689 P618L limits assumed): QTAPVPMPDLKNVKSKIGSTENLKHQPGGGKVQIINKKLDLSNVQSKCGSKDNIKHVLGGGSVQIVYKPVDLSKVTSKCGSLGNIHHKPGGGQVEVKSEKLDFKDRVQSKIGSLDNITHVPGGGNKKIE
#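 Recombinant K18 P301L […], labeled with Alexa 594 at 0.24 uM over 15 uM unlabeled; heparin inducer 20 uM final; 37 C, 6 hr; FP endpoint.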
# L3MBTL1 inh = L3MBTL1 (human) inhibition; Q9Y468; AlphaScreen L3MBTL1–H3K9me1 peptide binding; Potency, µM (series often up to 57.1 µM), for the others: at the highest dose activity, negative = inhibition, most hits filed as inhibitors; hit rate 0.66% among 230,000; also: nearly all actives have a fitted effect of over 60% in size
#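 AlphaScreen assay: L3MBTL1 (50 nM final) was preincubated 30 min at room temperature with biotinylated H3(1-15)K9me1 peptide (75 nM final), then 30 min with library compounds; streptavidin donor and nickel chelate acceptor beads (10 ug/mL final) added, 30 min dark.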
# aGal spleen mod = inhibits or activates alpha-galactosidase in human spleen homogenate; hit rate 0.008% among 240,000; human spleen homogenate, 4MU-alpha-Gal fluorescence, 40 min; Potency, µM (series often up to 80 µM), for inactives: at the highest dose activity change, negative = inhibition, hits mostly inhibitors; P06280;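 also: 0% = enzyme with vehicle and -100% = no enzyme basal signal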
# Target sequence (P06280 32-429 limits assumed): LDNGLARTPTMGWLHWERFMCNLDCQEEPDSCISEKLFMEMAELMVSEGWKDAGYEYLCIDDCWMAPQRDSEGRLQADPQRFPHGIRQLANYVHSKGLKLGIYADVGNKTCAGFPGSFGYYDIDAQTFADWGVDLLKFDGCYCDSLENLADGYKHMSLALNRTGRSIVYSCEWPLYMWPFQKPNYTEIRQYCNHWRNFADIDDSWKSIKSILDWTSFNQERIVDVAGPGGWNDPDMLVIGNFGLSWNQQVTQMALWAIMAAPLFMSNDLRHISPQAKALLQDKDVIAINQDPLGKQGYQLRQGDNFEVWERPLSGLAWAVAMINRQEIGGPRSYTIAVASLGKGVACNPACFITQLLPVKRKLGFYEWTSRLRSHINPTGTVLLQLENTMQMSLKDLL
#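 qHTS titration in buffer at pH 5.0. Alpha-galactosidase activity in spleen homogenate was measured via 4-methylumbelliferone release from 1 mM fluorogenic substrate after 40 min at 37C and a pH 10 stop. AC50 came from Hill fits of control-normalized data.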
# Tau fibril ThT = blocks human tau fibril formation measured by thioflavin T. Potency, µM (titrated, usually from 57.4 µM), for the others: top-dose activity, negative = inhibition, most hits filed as inhibitors. P10636. recombinant tau K18 P301L (four-repeat tau fragment), heparin-induced fibrillization, ThT fluorescence. hit rate 2.1% among 270,000; also: nearly all actives have a fitted effect of over 55% in size
#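 Heparin-induced (20 uM) aggregation of recombinant human K18 P301L tau, 15 uM unlabeled with 0.24 uM labeled, pH 7 acetate buffer, 6 hr at 37 C with compound. Fibrils quantified by 30 uM ThT fluorescence after 1 hr ambient incubation.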
# ALDH1A1 inh = ALDH1A1 (human) enzyme inhibition. Purified ALDH1A1, NADH fluorescence, propionaldehyde substrate. Potency, µM (series often up to 75.3 µM), for the others: at the top dose activity, negative = inhibition, usual class: inhibitors. AID 1030. P00352. hit rate 7.3% among 220,000; active = well fitted inhibition curve with a large enough effect, not every such curve was filed as active; inconclusive = small, poorly fitted or top-dose-only effect, or another doubt; inactive = no such curve, though single readings can be large or run the other way;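 also: plate controls were no enzyme wells and a reference inhibitor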
# Target sequence (P00352 whole entry, looked up): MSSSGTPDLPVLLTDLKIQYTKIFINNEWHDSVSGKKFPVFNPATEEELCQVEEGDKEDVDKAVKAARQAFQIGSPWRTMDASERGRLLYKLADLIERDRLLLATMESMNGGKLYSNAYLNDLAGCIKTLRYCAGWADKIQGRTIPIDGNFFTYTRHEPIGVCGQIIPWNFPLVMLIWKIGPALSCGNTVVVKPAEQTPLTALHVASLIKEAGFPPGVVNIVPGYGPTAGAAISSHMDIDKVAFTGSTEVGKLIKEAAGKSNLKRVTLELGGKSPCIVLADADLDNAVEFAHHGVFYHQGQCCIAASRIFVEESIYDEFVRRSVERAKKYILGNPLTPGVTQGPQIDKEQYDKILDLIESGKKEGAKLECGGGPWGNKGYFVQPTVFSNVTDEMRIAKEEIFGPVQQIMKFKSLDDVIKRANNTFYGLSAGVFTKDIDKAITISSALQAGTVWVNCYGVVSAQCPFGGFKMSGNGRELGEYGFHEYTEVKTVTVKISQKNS
# The depositor's hits bear a star; ? = inconclusive; / = no result given; [ ] = remark or other dose. Unless noted, calls follow the shape of the dose curve; as a rule, active = well fitted curve in the direction sought with a large enough effect; inconclusive = small, poorly fitted or top-dose-only effect, or another doubt; inactive = no such curve, though single readings can be large; an effect the other way counts as inactive or inconclusive. Unless noted, % is scaled to controls: 0 for no effect and ±100 for the full control effect; potency is read from the fitted curve at half-maximal effect. No enrichment for hits. Share with any hit: about 8.5%.
SMILES,TR SRC2 fluor cs,Tau fluor counter,TRb-SRC2 inh,Tau FP inhib,L3MBTL1 inh,aGal spleen mod,Tau fibril ThT,ALDH1A1 inh
Cc1nc(-c2ccc(C(F)(F)F)cc2)sc1C(=O)NN,-5%,0%,-6%,6%,-3%,3%,-5%,1.1µM*
COc1ccccc1/C=C/C1=NC(=C\N(C)C)/C(=O)O1,-5%,-30%,-1%,3%,/,-9%,-4%,?
O=C(Nc1ccc(F)cc1F)c1noc2c1CCC2,-7%,-9%,4%,2%,32µM*,8%,-13%,-8%
COc1ccc(NC(=O)Cn2nnc3ccccc32)c([N+](=O)[O-])c1,2%,1%,0%,-1%,19%,-1%,-1%,9%
O=C(Oc1ccc(N(C(=O)c2ccncc2)S(=O)(=O)c2ccc(Cl)cc2)cc1)c1ccncc1,-3%,-7%,-4%,7%,5%,4%,?,7%
C=C(C)C(O)/C=C/c1ccc(OC)cc1 (stereo unspecified),3%[11.2 µM],-13%[11.6 µM],6%[11.2 µM],0%[11.6 µM],/,2%[17.5 µM],?,?
c1ccn2c(Cc3nnc4ccccn34)nnc2c1,-4%,-1%,5%,-7%,-1%,-5%,-4%,?
COC(=O)c1sc2ccccc2c1NC(=O)c1ccc(S(=O)(=O)N2CCCCC2)cc1,1%,-26%,-1%,1%,-3%,-3%,-7%,?
CCCCNC(=S)Nc1ccc(-c2nc3ccc(C)cc3s2)cc1,-3%,-28%,5%,-11%,0%,22%,-16%,?
COC(=O)c1cc(CSc2nnc(NC3CCCCC3)s2)oc1C,1%,-5%,8%,4%,/,7%,-16%,?
CC(C)c1ccc(NC(=O)C(Cc2ccccc2)NS(=O)(=O)c2ccc3c(c2)oc(=O)n3C)cc1 (stereo unspecified),2%,-9%,2%,?,/,/,16%,/
Cc1ccc(C)c(N2CCN(CCCNC(=O)c3ccc4nc(CCc5ccccc5)oc4c3)CC2)c1,-2%,-24%,7%,-3%,/,/,?,/
Cc1ccc(-c2csc(NC(=O)CSc3ncn(-c4ccccc4)n3)n2)cc1,3%,-18%,-3%,?,-1%,-7%,3%,?
O=C(COc1ccc(Br)cc1Cl)Nc1ncn[nH]1,1%,-5%,-5%,-2%,/,/,-10%,/
O=C(Nc1ccccc1C(F)(F)F)c1ccc(F)c(S(=O)(=O)N2CCc3ccccc3C2)c1,-1%,?,2%,-19%,/,/,-6%,/
O=C(CN1CCN(c2ccccn2)CC1)N1c2ccccc2CCc2ccccc21,-2%,-9%,-18%,-9%,-5%,-4%,-14%,?
CN(C)c1c(F)cc(-c2nn[nH]n2)cc1F,-2%,-4%,8%,3%,3%,1%,-3%,-1%
COc1cc(CNC(C)(C)C)ccc1OCC(=O)NC(C)(C)C,0%,-1%,1%,-7%,/,3%,1%,5%
COc1ccc(C[C@H]2CN3C(=NC[C@@H]3C(C)C)N2CCNC(=O)CCC2CCCCC2)cc1,-1%,2%,3%,8%,8%,-3%,0%,-13%
Cc1ccc(C(=O)CSc2nnc(C(C)C)n2C)cc1C,-11%,-4%[2.34 µM],-6%,7%,49%[activator],-8%,0%,10%
CCOc1ccccc1Nc1nc(N)nc(CSc2nncn2C)n1,-1%,-2%,3%,-9%,12%,2%,0%,1%
Cc1ccc(NC(=O)Cn2c(=O)n(CCCCC(=O)NCc3ccccc3Cl)c(=O)c3ccccc32)cc1,4%,?,1%,?,/,/,1%,/
CCOc1ccc(C(=O)Nc2nnn(CC)n2)cc1,1%,6%,-14%,3%,-4%,0%,4%,9%
Cc1ccc(C)c(SCC(=O)Nc2cccnc2Cl)c1,1%,-14%,12%,-5%,14%,5%,-10%,0%
CCCn1c(=O)c2ccccc2n2c(SCC(=O)NCc3cccs3)nnc12,0%,2%,-5%,7%,3%,9%,0%,-9%

# A run of entries taken from the entries so far, for reference:
SMILES,TR SRC2 fluor cs,Tau fluor counter,TRb-SRC2 inh,Tau FP inhib,L3MBTL1 inh,aGal spleen mod,Tau fibril ThT,ALDH1A1 inh
Cc1ccc(NC(=O)Cn2c(=O)n(CCCCC(=O)NCc3ccccc3Cl)c(=O)c3ccccc32)cc1,4%,?,1%,?,/,/,1%,/
CCOc1ccc(C(=O)Nc2nnn(CC)n2)cc1,1%,6%,-14%,3%,-4%,0%,4%,9%
Cc1ccc(C)c(SCC(=O)Nc2cccnc2Cl)c1,1%,-14%,12%,-5%,14%,5%,-10%,0%
CCCn1c(=O)c2ccccc2n2c(SCC(=O)NCc3cccs3)nnc12,0%,2%,-5%,7%,3%,9%,0%,-9%

# (more compounds)
SMILES,TR SRC2 fluor cs,Tau fluor counter,TRb-SRC2 inh,Tau FP inhib,L3MBTL1 inh,aGal spleen mod,Tau fibril ThT,ALDH1A1 inh
COc1ccc(-c2cc(C(=O)Nc3c(C(=O)c4ccc(C)cc4)oc4ccccc34)no2)cc1,-9%,-9%,1%,?,/,/,3%,/
COc1ccc(/C=N/NC(=O)CCN2CCN(c3ccccc3)CC2)c(OC)c1OC,-3%,-6%,-2%,8%,-5%,-5%,-16%,4%
Cc1ccc(C(=O)NCc2ccc(N3CCN(C(=O)OC(C)(C)C)CC3)cc2)cc1,-5%,-4%,-2%,7%,-1%,-3%,6%,-1%
Cn1c(CO)cnc1SCc1c(Cl)cccc1Cl,0%,-1%,2%,-2%,1%,-6%,0%,-2%
Cc1cnc(NC(=O)CSc2nnc(-c3ccncc3)n2C2CCCCC2)s1,1%,-3%,-19%,0%,-4%,-4%,-2%,5%
O=C(CNCCO)N1N=C(c2cccs2)CC1c1cccs1 (stereo unspecified),1%,12%,-4%,2%,9%,9%,3%,?
Cc1onc(-c2ccc(Cl)cc2)c1-c1ccnc(SCC(=O)Nc2ccc(C(C)C)cc2)n1,-1%,-26%,6%,?,-5%,1%,-12%,5%
COc1cc(NC(=O)c2cccc3c2C(=O)N(C2CCCCC2)C3)cc(OC)c1,-1%,-23%,1%,-8%,/,/,-5%,/
N#CC1=C(N)OC2=C(C(=O)CC(c3ccco3)C2)C1c1ccc(OCc2c(F)cccc2Cl)cc1 (stereo unspecified),0%,?,12%,?,-22%,-5%,-1%,8.9µM*
Cc1ccc(Cn2c(SCC(=O)NCc3ccccc3)nc3ccsc3c2=O)cc1,-1%,-14%,-12%,-8%,/,/,-3%,/
CCC(=O)Nc1ccc2c(c1)ncn2-c1ccc(C)cc1,-6%,-11%,4%,-8%,/,3%,-13%,-6%
CC(=O)N1CCCc2cc(S(=O)(=O)NC(C(=O)NCc3ccc(C)cc3)C(C)C)ccc21 (stereo unspecified),0%,-13%,-9%,-3%,5%,3%,-2%,?
CC(=O)c1ccc(NC(=O)COC(=O)CCN2C(=O)c3cccc([N+](=O)[O-])c3C2=O)cc1,-1%,2%,-1%,-10%,0%,-2%,0%,?
CN(C)S(=O)(=O)c1ccc(C(=O)Nc2nc(-c3cccs3)cs2)cc1,-5%,-19%,0%,-14%,/,2%,-6%,162%[activator]
O=C(O)/C=C\C(=O)Nc1ccc(F)c(F)c1F,4%,-8%,2%,3%,5%,10%,-9%,22µM*
Clc1ccc2scc(CN3CCCCC3)c2c1,-5%,-3%,-3%,-8%,6%,6%,-5%,-2%
CC(/C=N/N1CCN(Cc2ccccc2)CC1)=C\c1ccccc1,-2%,?,3%,7%,/,3%,?,13%
CCC(C)(C)NC(=O)C(c1cccc(OC)c1)N(C(=O)c1ccn[nH]1)c1cccc(OC)c1 (stereo unspecified),-1%,-21%,4%,-4%,/,1%,-20%,9%
CN(Cc1ccccc1)Cc1nc2c(c(=O)n(C)c(=O)n2C)n1Cc1ccc(Cl)cc1,-1%,6%,-13%,9%,2%,5%,-14%,?
Cc1ccc(-c2nnc(SCC#N)n2N)cc1,0%,3%,-7%,1%,-18%[11.4 µM],4%,-4%,-9%
N#Cc1c(-c2cccnc2)c2c([nH]c1=S)CCCC2,-7%,-8%,3%,-9%,2%,-12%,-10%,?
O=C(N/N=C/c1ccc(-c2ccc([N+](=O)[O-])cc2)o1)[C@H]1C[C@@H]1c1ccccc1,0%,?,2%,6%,/,13%,?,/
CCNc1ccccc(-c2ccc3ccccc3n2)c1=O,-3%,-8%,-1%,8%,13%,-1%,?,0%
O=C(COc1ccccc1)NCC(=O)NC1CCCCC1,-5%,-13%,-2%,-2%,2%,3%,-13%,3%
Cc1ccc(NC2=C/C(=N\S(=O)(=O)c3cccs3)c3ccccc3C2=O)c(C)c1,-2%,?,-27%,2%,3.2µM*,-23%,?,-15%
CCCc1[nH]n(-c2ccc([N+](=O)[O-])cc2)c(=O)c1C=NCCN1CCNCC1,-3%,-10%,5%,2%,9%,-9%,?,-4%
O=C1N/C(=N\N=C\c2ccco2)SC1Cc1ccccc1[N+](=O)[O-] (stereo unspecified),0%,?,6%,?,/,13%,7.1µM*,/
CCc1ccc(-c2nc(CN3CCC(C(=O)NCc4ccc(F)cc4)CC3)c(C)o2)cc1,0%,-13%,-19%,2%,16%,10%,-12%,?
O=C(CSc1ncccn1)N/N=C/c1cccc(OC2CSC2)c1,0%,-12%,-8%,-2%,4%,1%,-8%,?

# Sorted by heavy-atom count (descending): some entries from above.
SMILES,TR SRC2 fluor cs,Tau fluor counter,TRb-SRC2 inh,Tau FP inhib,L3MBTL1 inh,aGal spleen mod,Tau fibril ThT,ALDH1A1 inh
CCc1ccc(-c2nc(CN3CCC(C(=O)NCc4ccc(F)cc4)CC3)c(C)o2)cc1,0%,-13%,-19%,2%,16%,10%,-12%,?
Cc1cnc(NC(=O)CSc2nnc(-c3ccncc3)n2C2CCCCC2)s1,1%,-3%,-19%,0%,-4%,-4%,-2%,5%
CCNc1ccccc(-c2ccc3ccccc3n2)c1=O,-3%,-8%,-1%,8%,13%,-1%,?,0%
